Growth percent in the NCI-60 one-dose screen (48 h, 10 µM unless noted): 100 = growth as untreated, 0 = no growth, -100 = all killed.
SNB-75: SNB-75 CNS cancer; hit rate 5% among 79,000; AID 1794750
SNB-19: SNB-19 CNS cancer cells | hit rate 2.5% among 81,000
U251: U251 CNS tumor cells; hit rate 5.4% among 80,000
PC-3: PC-3 prostate cancer cells. hit rate 3.9% among 80,000. AID 1794754
SF-539: SF-539 CNS cancer; hit rate 6.8% among 81,000
SF-295: SF-295 CNS cancer cells; hit rate 5.6% among 79,000; AID 1794758
HCC-2998: HCC-2998 colon cancer. AID 1794799. hit rate 4.7% among 79,000
SF-268: SF-268 CNS cancer cells. hit rate 3.1% among 82,000. AID 1794759
Starred values were filed as active, the others as inactive; / = no result given; & = joins results of further samples; [ ] = another dose, or the depositor's remark. The calls were made as follows: active = growth percent below 10; inactive = the rest.

A first look (4 entries):
SMILES	SNB-75	SNB-19	U251	PC-3	SF-539	SF-295	HCC-2998	SF-268
CC(=O)Oc1ccc(OC(C)=O)c2c1CC(C)=C(C)C2	89	105	101	/	103	122	108	98
Cc1cc(NC(=O)C2c3ccccc3C(=O)N(CC(C)C)C2c2cccs2)no1 (stereo not drawn)	61	82	21	9.2*	18	/	-45*	28
c1ccc(-c2c[nH][nH]c3ncnc4ncn2c43)cc1	92	100	99	100	102	100	76	104
N#Cc1c(N2CCN(Cc3ccccc3)CC2)nc(=S)[nH]c1-c1ccc([N+](=O)[O-])cc1	102	97	103	104	82	106	28	103

All compounds of this part, previewed entries included:
SMILES	SNB-75	SNB-19	U251	PC-3	SF-539	SF-295	HCC-2998	SF-268
CC(=O)Oc1ccc(OC(C)=O)c2c1CC(C)=C(C)C2	89	105	101	/	103	122	108	98
Cc1cc(NC(=O)C2c3ccccc3C(=O)N(CC(C)C)C2c2cccs2)no1 (stereo not drawn)	61	82	21	9.2*	18	/	-45*	28
c1ccc(-c2c[nH][nH]c3ncnc4ncn2c43)cc1	92	100	99	100	102	100	76	104
N#Cc1c(N2CCN(Cc3ccccc3)CC2)nc(=S)[nH]c1-c1ccc([N+](=O)[O-])cc1	102	97	103	104	82	106	28	103
O=CN1N=C(c2cccc(Nc3ccncc3)c2)CC1c1ccc(Br)cc1 (stereo not drawn)	69	102	81	77	93	94	96	78
COc1ccc(/C=C(/C(=O)N2CCN(c3ccccc3)CC2)c2cc(OC)c(OC)c(OC)c2)cc1O	68	27	8.0*	23	-11*	7.7*	29	37
COc1cccc(/C=C2\C=C(c3ccccc3)N(Cc3ccccc3)C2=O)c1	51	80	56	34	53	45	67	56
O=C(/C=C(O)/C=C/c1cccc2[nH]ccc12)/C=C/c1cccc2[nH]ccc12	92	73	45	67	90	96	102	89
CC1SC(c2cccc([N+](=O)[O-])c2)N(NC(=O)CCC(=O)c2nc3ncccc3[nH]2)C1=O (stereo not drawn)	84	99	89	94	93	102	103	92
C/C=C(\C)C(C(=O)NC1CCCCC1)N(C(=O)C1CCc2cc(F)ccc2O1)c1ccc(Br)cc1 (stereo not drawn)	83	91	103	86	104	91	104	95
N#Cc1ccc(OCC(=O)Nc2c(N)[nH]c(=O)n(Cc3ccccc3)c2=O)cc1	87	98	100	96	99	104	111	98
CC(C)OC(=O)Nc1ccc(F)cc1	90	96	100	105	98	98	93	100
CCCOCC(O)CN1CCN(c2ccccc2)CC1 (stereo not drawn)	109	117	116	104	107	106	117	108
CCCCCCN(CCCCCC)CCC(=O)Nc1ccc(S(=O)(=O)c2ccc(NC(=O)CCN(CCCCCC)CCCCCC)cc2)cc1	71	88	88	77	95	100	32	80
CC1(C)CC(=O)C2=C(C1)NC(=O)NC2c1ccc2c(c1)OCO2 (stereo not drawn)	98	108	103	99	106	112	109	99
COc1ccc(C(=O)O)cc1[N+](=O)[O-]	91	108	100	87	96	109	103	104
Cc1cccc(NC(=O)[C@@H]2c3ccccc3C(=O)N(c3ccc(Cl)cc3)[C@H]2c2ccc(Cl)cc2)n1	69	67	43	17	71	24	51	63
CCc1nnc2n1N=C(c1ccc(Cl)cc1)CS2	91	92	101	98	96	94	102	94
CCOc1ccccc1[C@H]1C(C(=O)c2ccc(Cl)cc2)C2(N[C@@H]1c1ccccc1)C(=O)Nc1ccc(Cl)cc12 (stereo partly drawn)	31	38	36	9.4*	37	11	20	47
Cc1ccc(-n2cc(-c3ccccc3)c3c(SCC(=O)n4[nH]c(N)cc4=O)ncnc32)cc1	93	92	89	89	100	92	107	107
CC[N+](C)(C)CCOc1ccc(OCC[N+](C)(C)CC)cc1	94	92	94	96	92	101	96	101
Cc1ccc2c(c1)C(=O)CC(c1ccccc1)S2 (stereo not drawn)	79	89	87	80	98	80	93	96
C/C=C1\C(OS(=O)(=O)O)CC2C3CCC4=CC(=O)CCC4(C)C3CCC12C (stereo not drawn)	83	103	91	95	102	99	103	113
O=S1(=O)c2ccccc2NC(c2ccccc2)C1c1ccccc1 (stereo not drawn)	89	91	98	79	97	106	108	105
Cn1c2ccccc2c2nc3ccccc3c(Cl)c21	70	78	85	85	95	95	114	105

The final 5 compounds of the section above are carried over, then new ones follow.
SMILES	SNB-75	SNB-19	U251	PC-3	SF-539	SF-295	HCC-2998	SF-268
CC[N+](C)(C)CCOc1ccc(OCC[N+](C)(C)CC)cc1	94	92	94	96	92	101	96	101
Cc1ccc2c(c1)C(=O)CC(c1ccccc1)S2 (stereo not drawn)	79	89	87	80	98	80	93	96
C/C=C1\C(OS(=O)(=O)O)CC2C3CCC4=CC(=O)CCC4(C)C3CCC12C (stereo not drawn)	83	103	91	95	102	99	103	113
O=S1(=O)c2ccccc2NC(c2ccccc2)C1c1ccccc1 (stereo not drawn)	89	91	98	79	97	106	108	105
Cn1c2ccccc2c2nc3ccccc3c(Cl)c21	70	78	85	85	95	95	114	105
C/C(=C\c1ccccc1)C(O)C(=O)c1nc2ccc([N+](=O)[O-])cc2[nH]c1=O (stereo not drawn)	89	85	83	80	102	93	106	98
C=CCOc1c(Cl)cc(Cl)cc1Cl	96	99	100	105	104	114	117	105
COc1cc2cc(Oc3ccc(NC(=O)Nc4ccc(Cl)c(Cl)c4)cc3)c(C)nc2cc1OCCN(C)C	112	98	109	98	105	105	111	106
OCCN=Cc1ccccc1	96	104	103	101	/	100	98	109
CCN1CCN(C(=O)[C@]23CC[C@@H](C)[C@H](C)[C@@H]2C2=CC[C@@H]4[C@@]5(C)C/C(=C/c6cccnc6)C(=O)C(C)(C)[C@@H]5CC[C@@]4(C)[C@]2(C)CC3)CC1	28	46	28	17	8.8*	37	20	51
Nc1ccc(/C=N/Nc2ccnc3c(N)cccc23)c2cccnc12	-100*	22	-63*	16	-95*	-76*	42	-62*
CN(C)Cc1c(-c2ccccc2)oc(-c2ccccc2)c1Cl	91	100	99	92	98	99	104	103
CN1CCN(Cc2ccc(NC(=O)c3cncc(C#Cc4cnc5ccc(N[C@H]6CCOC6)nn45)c3)cc2C(F)(F)F)CC1	-98*	-99*	-80*	-21*	-100*	-98*	-96*	-75*
CCCCCCc1cc(C(=O)NN)c2ccccc2n1	101	103	104	104	100	99	103	101
CN(C)CCCSc1ccccc1NC1=C(Cl)C(=O)C(Nc2ccccc2SCCCN(C)C)=C(Cl)C1=O	105	91	23	43	43	101	103	44
COc1cccc2cc3c(nc12)CC(c1ccccc1)CC3=O (stereo not drawn)	106	105	104	107	101	110	122	103
C[C@H]1OCC2(CCN(c3cnc(C(=O)Nc4cc(F)cc5cccnc45)cn3)CC2)[C@H]1N	63	73	66	51	68	92	78	72
CSc1nc(N)c(NS(=O)(=O)c2ccc(C(C)=O)cc2)c(=O)[nH]1	88	107	112	102	112	97	112	100
CSc1nc(-c2cccc(NC(=O)CC#N)c2)c(C#N)c(=O)n1C	71	100	/	101	98	99	112	97
O=C(/C=C/c1cn(-c2ccccc2)nc1-c1ccc(Br)cc1)NNC(=O)Nc1ccc(Cl)cc1	84	94	85	89	96	102	112	107
CC1=NN(c2ccc(S(=O)(=O)O)cc2)C(=O)/C1=C/c1ccc(Cl)cc1	101	121	92	103	114	107	107	115
COc1ccc2c(c1OC)C(=O)OC2C1c2c(c(COC(=O)C(CC(C)C)NC(=O)OC(C)(C)C)c3c(c2OC)OCO3)CCN1C (stereo not drawn)	98	97	99	93	99	104	102	98
COc1cc2oc(-c3cccc(NC(=O)c4ccc(Cl)cc4)c3)cc(=O)c2c(OC)c1OC	63	75	58	40	63	38	65	54
COC(=O)C1=C(O)C(=O)C(C(=O)OC)N1Cl (stereo not drawn)	116	98	99	93	94	103	104	101
CCN(CC)S(=O)(=O)c1ccc(OCCOc2ccc(S(=O)(=O)N(CC)CC)cc2)cc1	92	102	91	88	99	92	98	96
COc1ccc(-c2nc3ccccn3c2N)cc1	99	113	101	102	113	98	108	115
O=[N+]([O-])c1ccc(/C=N/NC2=NCCN2)cc1	94	107	103	102	99	102	143	110
CC1(C)CC[C@]2(C=O)CC[C@]3(C)[C@@H](NC(=O)C[C@@H]4[C@@]5(C)CCC(=O)C(C)(C)[C@@H]5CC[C@]43C)[C@@H]2C1	96	93	99	97	103	99	104	104
CCOC(=O)c1sc(NC(=O)/C=C/c2ccccc2)nc1N1CCOCC1	/	101	115	95	106	96	112	105
Cc1ccc(Sc2cc(C(=O)N3CC4C=CC=CC4C3)ccc2O)cc1C (stereo not drawn)	/	96	97	96	109	107	102	100
SMILES	SNB-75	SNB-19	U251	PC-3	SF-539	SF-295	HCC-2998	SF-268
Cn1ccc2c3nnn(Cc4ccccc4)c3ccc21	85	93	97	94	95	96	100	94
COc1cc(/C=N\Nc2ncc(-c3cc4cc(-c5ccccc5)ccc4o3)s2)cc(OC)c1OC	80	99	94	/	91	93	97	91
CC1(C)SC(C(NC(=O)Cc2ccccc2)C(=O)O)NC1C(=O)O (stereo not drawn)	88	/	101	90	91	98	106	100
C=CCN1CCCC1=O	70	93	102	95	93	98	128	108
COc1ccc(C(CC(=O)c2ccc(C)cc2)Sc2ccccc2N)cc1 (stereo not drawn)	96&89	104&86	91&98	77&75	111&108	118&99	97	104&103
COc1ccc(-n2nc(C(=O)NCCCCC(=O)NO)nc2-c2ccccc2)cc1	68	79	69	77	53	94	92	73
O=C1OCC2=C1C(c1ccccc1)c1cc3c(cc1N2CCO)OCO3 (stereo not drawn)	31	36	20	24	-0.8*	-13*	24	49
CC(=O)OC1=C(Br)CCc2ccccc21	84	102	103	90	90	101	105	105
NS(=O)(=O)c1ccc(CCn2c(SCC(=O)N/N=C/c3ccc(Cl)cc3)nc3ccccc3c2=O)cc1	93	99	96	85	94	85	109	91
O=C(Cc1ccc(F)c(Cl)c1)Nc1cc(C2CC2(F)F)nn1CC1CCCCC1 (stereo not drawn)	76	101	101	101	100	93	101	101
FCc1nc2nc(Cl)c(Cl)nc2[nH]1	91	95	101	95	100	94	104	95
C#CC/C(C(=O)OC)=C1\CC[C@@H](C)O1	95	105	111	105	114	111	103	106
Cc1nc2ccccc2c(/C=C/c2ccccc2)c1C(=O)c1ccccc1	82	78	80	78	99	79	96	81
CC1(C)C2CCC1(C)C1(C2)OCCS1 (stereo not drawn)	78	89	97	92	94	92	101	94
NC1=NC(=O)CS1	91&100	100&105	100&100	102&104	104&103	103&102	97&101	95&103
COC(=O)c1ccncc1	96	102	105	93	113	111	101	104
O=C(O)Cc1ccc(Cl)c(Cl)c1	86	106	101	106	112	92	101	102
COc1ccc(CN2[C@H](C)C=C[C@H](C(C)C)N(Cc3ccccc3)S2(=O)=O)cc1	104[1.25 µM]	/	101[1.25 µM]	102[1.25 µM]	113[1.25 µM]	105[1.25 µM]	109[1.25 µM]	106[1.25 µM]
COc1ccc(-c2nc3c(nc(C)c4ccc(=O)[nH]c43)o2)cc1	81	92	90	72	79	90	91	89
O=S(=O)(Oc1ccc(/C=N/NC(=S)Nc2ccccc2)cc1)C(F)(F)C(F)(F)C(F)(F)C(F)(F)F	115	105	110	103	108	108	114	100

Assay outcomes: PubChem, NCI
